Bioassay records (PubChem)
Pf apPOL block – Pf-apPOL DNA polymerase inhibition. Recombinant Pf-apPOL, molecular beacon fluorescence, 1.5 h. inhibition, % at 10 µM. 210,000 tested, 0.25% active. AID 1794808
mHTT CaM bind – mHTT-calmodulin interaction abrogation; P42858; AlphaScreen His-mHTT/GST-CaM binding, luminescence; inhibition, % at 15 µM; 190,000 tested, 3.6% active; AID 1671202;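 also: 0% = both proteins with DMSO and 100% = one protein alone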
An asterisk follows results filed as active; x = no result given; & = joins results of further samples; ! = not confirmed by another sample. Rule as the data show it: active = inhibition above about 50%; inactive = the rest.

SMILES | Pf apPOL block | mHTT CaM bind
COc1cccc(CN2CCCC2c2cc(C(C)C)no2)c1OC (configuration not stated) | -2 | 2
N#Cc1c2c(c(Sc3nc4ccccc4[nH]3)n3c1nc1ccccc13)CCCC2 | -19 | x
Cc1cccc(C(=O)Nc2c3c(nn2-c2cccc(C)c2C)CSC3)c1 | -6 | 6
Fc1cccc(CN2CCN(c3ccccn3)CC2)c1 | -3 | 4
CC(C)(C)C(=O)Nc1nc(NC(=O)C(C)(C)C)nc(-c2ccccc2Cl)n1 | 0 | x
CCOc1ccc(C(=O)NCCC2CCN(C(=O)c3ccc(C)cc3)CC2)cc1 | -2 | 19
COCCN1C(=O)C(=O)C(=C(O)c2ccccc2)C1c1ccc(Br)cc1 (configuration not stated) | -6 | -3
Cc1cc(C)c(CSc2ncnc3nc[nH]c23)c(C)c1 | x | -4
COc1cc(-c2nc(C=Nc3cc(Cl)ccc3Cl)c(O)o2)cc(OC)c1OC | -2 | 3
COc1ccc(NC(=O)N2CCCC2c2ccc(C)cc2)cc1OC (configuration not stated) | -1 | 4
COc1ccc(Cl)cc1N1CCN(C(=O)c2cccs2)C(C)C1=O (configuration not stated) | -4 | 4
CCN1C(=O)C(=Cc2ccc(O)c(OC)c2)SC1=S | -26 | 39
O=C(Nc1ccc(Br)cc1C(=O)O)c1ccc(NC(=O)c2ccco2)cc1 | -2 | -4
COc1ccc(Cl)cc1-n1c(CCC(=O)O)ccc1-c1cccs1 | -6&4 | 19&30
Cc1cc(O)cc2oc(C(F)(F)F)c(-c3cnn(-c4ccccc4)c3)c(=O)c12 | -4 | 6
O=C(NC1CCCC1)c1ccc(Cl)cc1[N+](=O)[O-] | -1 | -1
O=C(Nc1cccc(OC(F)(F)F)c1)c1cccnc1 | -5 | -3
CCOc1c(Cl)cc(/C=C2\NC(=O)NC2=O)cc1Cl | -2 | 5
CCN1C(=O)Cc2cc(C(=O)N3CCCC(C)C3)ccc21 (configuration not stated) | -4 | 6
CCn1ccc2c(cc(C(=O)Nc3ccccc3OC)n2C)c1=O | -2 | -7
CSc1sc(SC)c(C(=O)O)c1C(=O)O | 8 | -6
COC(=O)c1ccc(CSc2ccccn2)cc1 | -6&-4 | x
COc1ccc(NC(=O)C2CCN(c3nccnc3Oc3ccccc3C)CC2)cc1F | -1 | -2
COC(=O)c1cc(=O)nc(NC(=O)Nc2c(-c3c(Cl)cccc3Cl)noc2C)s1 | 0 | x
Cc1c(Cl)cccc1S(=O)(=O)N1CCc2nc(-c3ccc(F)cc3)ncc2C1 | 0 | -3
O=S(=O)(Nc1ccc2ccccc2n1)c1cc(Br)ccc1Br | -2 | -1
COc1nn(C)cc1C(=O)N(Cc1ccccn1)c1nc2c(F)cc(F)cc2s1 | -4 | 5
O=C(COc1ccccc1[N+](=O)[O-])N1c2ccccc2CCc2ccccc21 | -5 | 1
CCCNC(=O)COc1ccc(C)cc1Br | -17 | -2
O=C(CC1CCN(S(=O)(=O)c2ccc(Cl)s2)CC1)N1CCCCC1 | 5 | -4
COC(=O)c1ccccc1-c1c2ccc(=O)cc-2oc2cc(O)ccc12 | 1 | x
Cc1ccnc(N2CCCC(C(=O)NCCCN3CCCc4ccccc43)C2)n1 (configuration not stated) | 6 | 52*
Cc1ccc(C(=O)N2CCN(Cc3ccc(=O)n(C)c3)CC2)cc1F | -4 | 7
CC1=NN(c2cccc(Cl)c2)C(=O)/C1=C/c1ccc(Br)c([N+](=O)[O-])c1 | -3 | 81*
Cn1c(SCC(=O)c2ccccc2)nnc1-c1ccc(NC(=O)c2ccccc2Cl)cc1 | -5 | 16
Oc1c(CN2CCCCC2)cc(CN2CCCCC2)nc1-c1ccccc1 | 1 | 7
COc1ccccc1C1NC(=O)NC(C)=C1C(=O)Nc1cccc(Cl)c1 (configuration not stated) | 0 | 40
COC(=O)C=C(Nc1ccc(Cl)c(Cl)c1)C(=O)OC | -2&-8 | x
CCOC(=O)c1ccc(N2CCOCC2)c(NC(=O)COCC(=O)O)c1 | 0 | x
Cc1ccc(C(=O)Nc2ccc(Br)cn2)cc1C | -1 | -2
COc1ccc(C(=O)Nc2ccc(C(C)C)cc2)cc1[N+](=O)[O-] | -4 | 14
CCc1ccccc1NC(=O)COc1cc(C)ccc1C(C)C | -7 | -40
Cc1ccc(S(=O)(=O)Nc2ccccc2-c2ccccc2)cc1 | -52 | -29
Clc1ccc(-c2cn3ccsc3n2)cc1 | 8 | -2
CC(=O)c1cc(C(=O)Nc2ccc(I)cc2)oc1C | -5 | 5
COc1ccc(N2CN=c3s/c(=C\c4ccccn4)c(=O)n3C2)cc1OC | -6 | 24
CCn1cc(CN2CCC(C(=O)NCc3ccco3)CC2)c2ccccc21 | 2 | 11
NNC(=O)CSc1nnc(-c2ccccc2)n1-c1ccccc1 | -10&3 | 8
COCCNc1nc(-c2ccc(Cl)cc2)nc2ccccc12 | -64 | -33
CN1CCCn2nc(C3CCN(C(=O)c4ccccn4)CC3)cc2C1=O | -2 | -2
Cc1ccc(NC(=O)c2ccc(Cn3cncn3)cc2)cc1C | 1 | 4
O=S(=O)(NCCCCCc1nc2ccccc2[nH]1)c1ccc(Cl)c(Cl)c1 | -4 | 66*
C=CCC1C=CCC(CC=C)N1C(=O)C(F)(F)F (configuration not stated) | -1 | -2
Cc1cccc(N2C(=O)CSC2c2cccc(Br)c2)c1 (configuration not stated) | -3 | -12
COc1ccccc1-c1nc(C2CCN(C(=O)c3ccc(F)c(F)c3)CC2)no1 | -3 | 24
O=C(Nc1cnc(-c2cccnc2)nc1)C1CCCC1 | -4 | 2
CN1CCN(C(=O)CN(Cc2ccc(Br)cc2)S(=O)(=O)c2ccccc2)CC1 | -4 | 5
CCOc1ccc(NC(=O)c2nnn(-c3cccc(C)c3)c2N)cc1 | -6 | 1
CC(=O)N(CN1C(=O)C2CCCCC2C1=O)c1ccccc1C (configuration not stated) | -2 | -6
CC(=O)c1ccc(Nc2nc(-c3cc4cc(Cl)ccc4oc3=O)cs2)cc1 | 1 | 4

A draw from above in order of molar mass, lowest first.
SMILES | Pf apPOL block | mHTT CaM bind
Clc1ccc(-c2cn3ccsc3n2)cc1 | 8 | -2
C=CCC1C=CCC(CC=C)N1C(=O)C(F)(F)F (configuration not stated) | -1 | -2
O=C(Nc1cnc(-c2cccnc2)nc1)C1CCCC1 | -4 | 2
Cc1ccc(NC(=O)c2ccc(Cn3cncn3)cc2)cc1C | 1 | 4
CCc1ccccc1NC(=O)COc1cc(C)ccc1C(C)C | -7 | -40
COCCNc1nc(-c2ccc(Cl)cc2)nc2ccccc12 | -64 | -33
NNC(=O)CSc1nnc(-c2ccccc2)n1-c1ccccc1 | -10&3 | 8
CCOc1ccc(NC(=O)c2nnn(-c3cccc(C)c3)c2N)cc1 | -6 | 1
Cc1cccc(N2C(=O)CSC2c2cccc(Br)c2)c1 (configuration not stated) | -3 | -12
CN1CCCn2nc(C3CCN(C(=O)c4ccccn4)CC3)cc2C1=O | -2 | -2
CCn1cc(CN2CCC(C(=O)NCc3ccco3)CC2)c2ccccc21 | 2 | 11
CC(=O)c1cc(C(=O)Nc2ccc(I)cc2)oc1C | -5 | 5
COc1ccc(N2CN=c3s/c(=C\c4ccccn4)c(=O)n3C2)cc1OC | -6 | 24
CC(=O)c1ccc(Nc2nc(-c3cc4cc(Cl)ccc4oc3=O)cs2)cc1 | 1 | 4
COc1ccccc1-c1nc(C2CCN(C(=O)c3ccc(F)c(F)c3)CC2)no1 | -3 | 24
O=S(=O)(NCCCCCc1nc2ccccc2[nH]1)c1ccc(Cl)c(Cl)c1 | -4 | 66*
CN1CCN(C(=O)CN(Cc2ccc(Br)cc2)S(=O)(=O)c2ccccc2)CC1 | -4 | 5

New compounds follow:
SMILES | Pf apPOL block | mHTT CaM bind
COc1ccc(-c2cc([C@H]3[C@@H]4C=CCC[C@@]4(C)C(=O)N3Cc3ccccc3)ccc2F)cc1OC | -3 | 47
CC1CCCN(CC2CCN(S(=O)(=O)c3cccc4nsnc34)CC2)C1 (configuration not stated) | 0 | 7
CN1c2cc(Cl)ccc2C(=O)NC12CCN(C(=O)NCc1ccccc1)CC2 | -4 | 0
COc1ccc(OCCSc2nc3ccc(Br)cc3[nH]2)cc1 | -3 | 0
O=C(NCCC1=CCCCC1)c1ccc(CS(=O)(=O)Cc2ccc(Cl)cc2)o1 | -16 | 34
CSc1ccccc1NC(=O)Cc1sc(-c2ccccc2)nc1C | -4 | -4
O=C(O)c1cccc(-c2ccc(-c3cn(C(=O)N4CCCCC4Cc4ccccc4)nn3)cc2)c1 (configuration not stated) | 10 | x
CCOC(=O)c1ccc(NC(=S)NCCCN2CCOCC2)cc1 | -1 | x
CC(CNS(=O)(=O)c1ccccc1)NS(=O)(=O)c1ccccc1 (configuration not stated) | 0 | -6
Cc1ccccc1NC(=O)Cn1[nH]c2c(cnc3ccc(F)cc32)c1=O | -2 | 18
CCc1ccccc1NC(=O)c1ccc(Cl)cc1Cl | -3 | -16
Brc1ccc(-n2nnnc2-c2cnn(-c3ccccc3)c2-c2ccccc2)cc1 | -1 | x
COc1cc(NC(=O)c2noc3c2CC(C(C)(C)C)CC3)cc(OC)c1OC (configuration not stated) | -4 | 31
Cc1ccc(C2CC(C(F)(F)F)n3ncc(C(=O)Nc4cccc(C)c4C)c3N2)cc1 (configuration not stated) | 7 | 18
C=CCn1c(=O)c2c(ncn2CC(C)C)n(-c2ccc(F)cc2)c1=O | -3 | -4
O=C(NCc1cccnc1)[C@@H]1CC=C[C@@H]2CCN(C3CCCCC3)C(=O)[C@@H]21 | -6 | -10
O=C1CC(N2CCN(c3ccccc3)CC2)C(=O)N1c1ccc(Cl)cc1 (configuration not stated) | -8 | -4
CC1CCN(CC(=O)N2CCCc3c2c(=O)oc2ccc(OCc4ccccc4)cc32)CC1 | -48 | 5
Cc1cc(NC(=O)C2CCN(C(=O)NCc3cccs3)CC2)no1 | -4 | -18
Cc1cccc(OCCNc2ccc(C(F)(F)F)cc2[N+](=O)[O-])c1 | 20 | 6
CCN(CC)S(=O)(=O)c1ccc(Cl)c(C(=O)NCC(=O)O)c1 | -1 | 2
O=S1(=O)CCO[C@H]2CCCC[C@@H]2N1Cc1ccc(Cl)cc1 | -6 | -17
Cc1cccc(S(=O)(=O)NC2CCN(c3ccccc3)C2=O)c1 (configuration not stated) | 60* | -16
CCn1cc(C(=O)Nc2cc3c(cc2C(C)=O)OCO3)c(=O)c2ccc(C)nc21 | -3 | 0
CCOc1ccc(CNS(=O)(=O)c2ccc3[nH]c4c(c3c2)CCCC4)cc1OC | 0 | 59*
CSc1sc(SC)c(C=O)c1Br | 0 | 0
O=C(CSc1nccn1-c1ccc(Cl)cc1)Nc1cc(C(F)(F)F)ccc1Cl | 13 | 7
COc1cc(/C(C)=C/c2ccccc2)c2c(c1)oc1ccccc12 | -4 | -25
CCCc1ccc(C(=O)NCc2ccc3c(c2)OCO3)cc1 | -12 | x
CCOc1ccc(N=Cc2c(Nc3ccc(OCC)cc3)nc3c(C)cccn3c2=O)cc1 | -5 | -1
CCn1cc2c3c(cccc31)CN(C(=O)c1ccc(F)cc1)CC2 | -6 | 30
COc1cccc(C(=O)Nc2ccc(-n3nncc3-c3ccc(Br)cc3)cc2)c1OC | -2 | -1
COCc1nn(CC2CC2)c2c1CN(C(=O)C(C)C)CC2 | -1 | 0
CC(=O)NC(c1ccc(N(C)C)cc1)c1cc(Cl)c2cccnc2c1O (configuration not stated) | -5&28 | 96*
O=C(CN1C(=O)CCSc2ccccc21)N1CCc2ccccc21 | -4 | -1
O=[N+]([O-])c1ccc(NCc2ccco2)c(F)c1 | -12 | 22
COc1ccccc1-c1ccc(C=CC(=O)c2ccco2)o1 | -9 | 58*
Cc1nc(-n2cccc2)sc1C(=O)NCCOc1cccc2cccnc12 | -5 | 3
CC(C)(C)C(=O)C1=C(O)C(=O)N(c2ccccc2)C1c1ccccc1 (configuration not stated) | -1 | -4
CN(C)/C=C/c1c(C#N)c2ncnc(-c3ccccc3)c2n1Cc1ccccc1 | -2 | 8

Reprinted at random: 2 compounds from above.
SMILES | Pf apPOL block | mHTT CaM bind
CCN1C(=O)Cc2cc(C(=O)N3CCCC(C)C3)ccc21 (configuration not stated) | -4 | 6
CN1CCCn2nc(C3CCN(C(=O)c4ccccn4)CC3)cc2C1=O | -2 | -2

Next part.
SMILES | Pf apPOL block | mHTT CaM bind
O=C(c1cccc2c1OCCCO2)N(Cc1ccccn1)Cc1ccccn1 | -6 | x
Cc1ccc2nc(-c3cc4cc(Cl)ccc4oc3=O)cn2c1 | 3 | 0
CC(C)C[C@@H](COCc1cccc(Cl)c1)N1CCN(C(=O)c2cccc(C(F)(F)F)c2)CCC1=O | -3&-3 | 87*!
O=C(c1cccnc1)N1CCC(Oc2cc(N3CCOCC3)ncn2)C1 (configuration not stated) | 2 | 0
O=C(NCC1COC2(CCCC2)O1)c1ccc([N+](=O)[O-])cc1 (configuration not stated) | -1 | 1
COc1ccc(CNC(=O)C2CCc3sc(C(=O)N4CCCCC4)cc3C2)cc1 (configuration not stated) | -3 | 10
Cc1cc(C)nc(NC(=O)c2cccc([N+](=O)[O-])c2C)n1 | 0 | 3
CC(C)n1cnc2cc(CNC(=O)c3ccsc3)ccc21 | -4 | 9
CC(C)CC(NC(=O)OC(C)(C)C)C(=O)OCc1ccc(CC(=O)O)cc1 (configuration not stated) | -12 | x
O=C(NCc1ccc(Cl)cc1)c1csc2c1CCCC2 | -6 | -14
CC(=O)Nc1ccc(N=Cc2c(C)c(Cl)c(C)c([N+](=O)[O-])c2O)cc1 | -5 | 3
CCN1CCN(C(=O)CCC2CCCN(C(=O)Nc3cccc(F)c3)C2)CC1 (configuration not stated) | -6 | 18
COc1cccc(NC(=O)c2ccc(Br)cc2)c1 | -5 | -20
CCCCC1(C)OC(=O)C(=Cc2ccc(-c3cc(C(=O)O)ccc3C)o2)C(=O)O1 (configuration not stated) | -10 | 19
Cc1cccc(N=c2oc3cc(O)ccc3cc2C(N)=O)c1 | 5 | 28
CN(C)C1CN(Cc2cn(Cc3ccccc3)nn2)S(=O)(=O)C1 (configuration not stated) | -1 | -3
O=C(Cn1c2ccccc2c(=O)c2ccccc21)Nc1cccnc1Cl | -3 | -4
COCCC1CCN(C(=O)CN(C)C(=O)c2ccccc2C)CC1 | -2 | -5
O=C(O)CCN1C(=O)NC2NC(=O)NC21 (configuration not stated) | x | -8
